Source: PubChem BioAssay (National Center for Advancing Translational Sciences (NCATS))
D3 antag = blocks the human D3 dopamine receptor. hit rate 2.5% among 360,000. D3R cells, DiscoveRx beta-arrestin luminescence, antagonist mode; hits give low values. P35462. max response, negative = inhibition, %; in the data active means max response below about -50%; inconclusive means no clear call, values can overlap the other calls; further: on the % scale 0 is the no-effect control and ±100 the full control effect; mostly tested at two doses, the higher about 12 µM
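Cells plated overnight at 1500 cells/well, then exposed to library compounds with dopamine controls for 90 minutes at 37 degrees C. DiscoveRx reagent added for 30–60 minutes at room temperature; luminescence read, quantitative HTS format.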
GLP1R inv ag = inverse agonists of human GLP-1 receptor | hit rate 1.6% among 410,000 | AID 624417 | P43220 | Potency, µM (highest dose often 38.3 µM), for the others: top-dose activity change, negative = inhibition, most hits filed as inhibitors | HEK293 GLP-1R CRE-luciferase, luminescence, 24 h; GLP-1R form is constitutively active; further: potency means the concentration at half of the fitted maximal effect; on the % scale 0 is the no-effect control and ±100 the full control effect; nearly all actives have a fitted effect of over 55% in size
Target sequence (P43220 whole entry, looked up): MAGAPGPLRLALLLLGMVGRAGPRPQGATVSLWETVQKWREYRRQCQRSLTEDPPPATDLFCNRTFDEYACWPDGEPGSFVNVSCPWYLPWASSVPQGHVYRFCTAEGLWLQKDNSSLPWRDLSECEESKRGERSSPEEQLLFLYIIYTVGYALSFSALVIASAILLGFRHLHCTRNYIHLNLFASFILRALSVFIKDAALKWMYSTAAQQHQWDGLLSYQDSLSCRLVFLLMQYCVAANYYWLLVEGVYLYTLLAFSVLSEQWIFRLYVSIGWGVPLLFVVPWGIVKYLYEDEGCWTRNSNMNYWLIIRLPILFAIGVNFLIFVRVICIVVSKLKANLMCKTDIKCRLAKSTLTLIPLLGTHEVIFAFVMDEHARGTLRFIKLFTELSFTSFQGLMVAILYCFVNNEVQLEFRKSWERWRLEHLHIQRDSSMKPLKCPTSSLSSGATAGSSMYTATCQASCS
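qHTS in 1536-well format: reporter HEK293 cells expressing constitutive GLP-1R activity in DMEM + 10% Nu serum, 24 hr with compounds at 37 deg C, luminescence read after 12 min with detection reagent.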
GLP1R ag = agonists of human GLP-1 receptor | Potency, µM (highest dose often 45.6 µM), inactives show at the top dose activation, actives largely listed as activators | hit rate 0.007% among 380,000 | HEK293 GLP-1R CRE-luciferase, luminescence, 4-6 h; cells express a hypersensitive GLP-1R form | P43220; further: potency means the concentration at half of the fitted maximal effect; % of control where 0% means no effect
FUS suppressor = FUS proteinopathy suppression in yeast; S. cerevisiae FUS-expressing, growth rescue, OD600, 24 h; Potency, µM (highest dose often 76.6 µM), for inactives: top-dose growth rescue (activation), actives largely listed as activators; hit rate 0.24% among 390,000; AID 1347120;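 further: potency means the concentration at half of the fitted maximal effect; plate controls were DMSO vehicle for no effect and reference control for full effect; nearly all actives have a fitted effect of over 55% in size; some results filed as inactive show a strong effect at the top dose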
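Toxicity suppression screen in FUS-yeast. Cells induced with 2% galactose, starting OD 0.005, treated 24hr at 30C with compounds at multiple final concentrations; growth by OD600.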
pAkt inh = blocks phosphorylation of Akt; Neuro2A IGF-stimulated pAkt S473 HTRF, 20 min; hits give low values; activity change, % for hits at 50 µM; hit rate 0.32% among 360,000; in the data active means activity change below about -80%; inconclusive means mostly about -51% to -80%; further: on the % scale 0 is the no-effect control and ±100 the full control effect
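Single-point screen (50 µM final compound) in Neuro2A cells stimulated 20 min with 6 nM IGF at 37 deg C. After lysis, Ser473-phosphorylated Akt read by HTRF (ex 330 nm, em 615/665 nm) as the 665/615 ratio.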
aSyn rescue = rescues yeast growth from alpha-synuclein toxicity. Yeast expressing alpha-synuclein, growth rescue, BacTiter-Glo, 24 h. hit rate 0.14% among 370,000. Potency, µM (highest dose often 46.1 µM), for the others: top-dose growth rescue (activation), hits mostly activators. AID 652106; further: potency means the concentration at half of the fitted maximal effect; % of control where 0% means no effect; nearly all actives have a fitted effect of over 65% in size
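Rescue of yeast growth: cells expressing toxic alpha-synuclein, induced in galactose at OD600 0.02, incubated with compound 24 h at 30 C. ATP luminescence quantified growth; inhibitors of toxicity appear as activators.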
PTHR1 ag = agonists of human PTHR1 parathyroid hormone receptor; HEK293 GP2 PTHR1 cells, GloSensor cAMP luminescence, 1 h; Potency, µM (highest dose often 115 µM), inactives show top-dose activation, usual class: activators; hit rate 0.075% among 410,000; further: potency means the concentration at half of the fitted maximal effect; nearly all actives have a fitted effect of over 55% in size; some results filed as inactive show a strong effect at the top dose; inactives centre near -15; many of its hits are not listed in these tables
Target sequence (Q03431 whole entry, looked up): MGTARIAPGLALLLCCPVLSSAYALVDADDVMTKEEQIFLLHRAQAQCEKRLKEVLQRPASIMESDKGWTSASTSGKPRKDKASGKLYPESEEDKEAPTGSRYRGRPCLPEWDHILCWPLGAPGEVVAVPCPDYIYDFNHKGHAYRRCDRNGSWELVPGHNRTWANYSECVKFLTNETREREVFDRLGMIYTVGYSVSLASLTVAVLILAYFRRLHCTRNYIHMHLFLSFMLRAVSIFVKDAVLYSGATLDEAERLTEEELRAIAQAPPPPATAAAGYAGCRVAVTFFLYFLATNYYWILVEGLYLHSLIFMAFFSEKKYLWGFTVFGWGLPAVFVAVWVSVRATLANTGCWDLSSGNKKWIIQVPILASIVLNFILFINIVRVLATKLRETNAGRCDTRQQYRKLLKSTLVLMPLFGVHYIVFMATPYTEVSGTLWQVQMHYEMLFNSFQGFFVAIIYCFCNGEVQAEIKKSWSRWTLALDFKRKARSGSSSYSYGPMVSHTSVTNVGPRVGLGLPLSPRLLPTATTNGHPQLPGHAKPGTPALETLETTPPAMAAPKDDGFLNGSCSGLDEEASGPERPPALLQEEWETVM
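HEK-293-derived GP2 cells expressing PTHR1 and a GloSensor cAMP reporter, 3,000/well, plated overnight, given luciferin plus IBMX (each 0.5 mM as added) for 1 h at 37 °C, then compound for 1 h at 37 °C. Luminescence was read after 15 min at room temperature.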
Abeta rescue = compounds reversing amyloid beta toxicity in yeast; yeast expressing A-beta42, growth rescue, OD600, 48 h; response scale: 0% DMSO, 100% iron-clioquinol control; Potency, µM (doses to about 46.1 µM), for inactives: at the highest dose growth rescue, usual class: activators; hit rate 0.063% among 410,000; further: potency means the concentration at half of the fitted maximal effect; nearly all actives have a fitted effect of over 55% in size
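Yeast growth medium received pinned compounds, then yeast cells expressing toxic A-beta were added; plates incubated at 30 C for 48 hr. Growth read as absorbance at 600 nm, normalized to DMSO and equimolar FeCl3 plus clioquinol controls.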
TDP-43 yeast inh = TDP-43 toxicity inhibition in yeast; TDP-43 expressing yeast growth rescue, BacTiter-Glo, 24 h; Potency, µM (highest dose often 46.1 µM), for inactives: at the top dose growth rescue (activation), actives largely listed as activators; hit rate 1.8% among 410,000; further: potency means the concentration at half of the fitted maximal effect; % of control where 0% means no effect; nearly all actives have a fitted effect of over 50% in size
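Yeast expressing TDP-43 (pregrown in raffinose, seeded at OD600=0.02 in galactose medium) exposed to compounds 24 hr at 30 deg C. Growth read by BacTiter-Glo luminescence; rescue of toxicity appears as increased signal.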
Active calls of the source: *; i = inactive; ? = inconclusive; nt = not tested or not shown; [ ] = remark or other dose. Unless noted, the call rests on the fitted dose curve; in most records, active means well fitted curve in the direction sought with a large enough effect; inconclusive means small, poorly fitted or top-dose-only effect, or another doubt; inactive means no such curve, though single readings can be large; an effect the other way counts as inactive or inconclusive.

SMILES	D3 antag	GLP1R inv ag	GLP1R ag	FUS suppressor	pAkt inh	aSyn rescue	PTHR1 ag	Abeta rescue	TDP-43 yeast inh
Cc1ccc2sc(N(Cc3cccnc3)C(=O)CCS(=O)(=O)c3ccccc3)nc2c1C	nt	-12%	nt	14%	nt	nt	-14%	-8%	-1%
COc1cccc(OCc2cc(C(=O)N(C)Cc3nc4ccccc4[nH]3)no2)c1	1	?	10%	15%	i	0%	-27%	-9%	5%
CSCCC(c1nnnn1Cc1ccccc1)N1CCN(C/C=C/c2ccccc2)CC1 (configuration not stated)	-88*	?	4%	-10%	i	2%	i	3%	21%
O=c1[nH]cnc2nc3n(c12)CCCCC3	?	3%	-16%	-26%	i	1%	i	14%	11%
CCOC(=O)N1CCN(CC(=O)Nc2nccs2)CC1	4	7%	-4%	-10%	i	7%	i	1%	11%
CC1CCN(C(=O)Cn2ncc3c4ccccc4n(C)c3c2=O)CC1	-5	16%	4%	7%	i	11%	i	-5%	-16%
C=CCOC(=O)c1c(C)nc2cc3c(cc2c1C)OCO3	1	18%	6%	-5%	i	0%	i	-9%	7%
CCCCCCOc1ccc(C(=O)NCCCn2ccnc2)cc1	-22	?	9%	17%	i	-3%	-14%	-11%	-3%
COc1ccc(NC(=O)CCNC(=O)Cn2ccc3ccccc3c2=O)c(OC)c1	6	0%	-14%	16%	i	0%	i	-11%	-3%
O=C(N/C(C(=O)N1CCOCC1)=C(\Sc1ncccn1)c1ccccc1)c1ccccc1	15	-8%	-2%	nt	i	2%	i	16%	14%
COc1ccc2oc(-c3ccccc3)c(C(N)=O)c2c1	-13	-11%	-12%	20%	i	1%	i	-5%	13µM*
Cc1cccc(CC(=O)N2CCC(N3CCC(C(=O)N4CCOCC4)CC3)CC2)c1	-9	2%[0.307 µM]	-6%	13%	i	-2%	-23%	17%	3%
COc1cc(OC)cc(C(=O)NCc2ccc3[nH]c(C)cc3c2)c1	-4	-4%	8%	-13%	i	-6%	-2%	2%	19%
COc1ccc(C(=O)Oc2ccc(N(C)S(=O)(=O)c3ccccc3)cc2)cc1[N+](=O)[O-]	-9	-11%	13%	8%	i	1%	i	22%	9%
CCCCn1c(=N)c(C(=O)NC2CCCCC2)cc2c(=O)n3cccc(C)c3nc21	nt	10%	nt	3%	nt	nt	i	0%	20%
CCOC(=O)C1Cc2ccccc2CN1 (configuration not stated)	-66*	3%	1%	-8%	i	-7%	-19%[57.5 µM]	-16%	-18%
Cc1cc(NC(=O)CCC(=O)N(C2CC2)C(C(=O)NC(C)(C)C)c2ccccc2Cl)no1 (configuration not stated)	-4	12%	4%	17%	i	-4%	-10%	3%	-1%
O=C1/C(=C/c2cccnc2)SC(=S)N1CC1CCCO1 (configuration not stated)	2	0%	2%	-3%	i	-6%	-5%	13%	6%
COCCn1c(=NC(=O)CCS(=O)(=O)c2ccccc2)sc2cc(C(=O)OC)ccc21	8	12%	0%	34%	i	1%	i	8%	15%
CC(OC(=O)CCCC(=O)Nc1ccccc1)C(=O)c1ccccc1 (configuration not stated)	-7	-8%	4%	35%	i	-13%	i	-9%	-24%
COc1cc(OC)cc(C(=O)N2CCN(S(=O)(=O)c3ccc4c(c3)OCCO4)CC2)c1	11	11%	11%	17%	i	-4%	i	3%	19%
CCOc1c(Br)cc(C(=O)OCC(=O)N2CCc3ccccc3C2)cc1OC	-22	?	7%	39%	i	-11%	-91%[inhibitor]	7%	4%
COc1ccc(C(=O)N/C(=C\c2cn(S(=O)(=O)N(C)C)c3ccccc23)C(=O)NCCN2CCOCC2)cc1	10	-9%	-6%	20%	i	-1%	-19%	10%	2%
O=C(Cc1ccccc1F)Nc1nc(-c2cccs2)cs1	-14	?	-3%	10%	i	-10%	-17%[57.5 µM]	7%	13µM*
COC(=O)c1ccccc1OCCOCCOc1cccc2ccc(C)nc12	6	?	13%	-1%	i	0%	-1%	-12%	-14%[9.22 µM]
Following part.
SMILES	D3 antag	GLP1R inv ag	GLP1R ag	FUS suppressor	pAkt inh	aSyn rescue	PTHR1 ag	Abeta rescue	TDP-43 yeast inh
COc1ccc(-c2cnc(SCC(=O)Nc3nc(C(C)(C)C)cs3)n2Cc2ccco2)cc1	10	?	-9%	44%	i	2%	i	-1%	7%
O=C(O)c1ccccc1-c1ccccc1C(=O)NNc1ccc([N+](=O)[O-])cc1	-11	?	6%	8%	i	4%	i	7%	-12%
CCCNC(=S)NC1CCCC1	-21	-10%	-9%	2%	i	3%	i	23%	-13%
O=C(c1ccc(Cl)c([N+](=O)[O-])c1)N1CCN(c2ccccc2)CC1	-2	?	11%	19%	i	-23%	i	-70%[inhibitor]	-7%[9.22 µM]
CCCC/C(=N\NC(=O)c1ccc(Br)o1)c1ccccc1	8	-28%	2%	17%	i	-3%	-4%	-6%	-7%
CCOc1cc(C(=O)NC2=NCCS2)cc(OCC)c1OCC	3	-24%	-4%	-23%	i	-11%	-19%	8%	0%
COCCCC1CCN(C(=O)C2CCC(=O)N(CCc3cccc(F)c3)C2)CC1 (configuration not stated)	-8	4%	1%	14%	i	2%	i	-9%	0%
Cc1cc(Br)c(OCc2ccc(C(=O)N/N=C/c3ccc[nH]3)cc2)c(Br)c1	?	-72%	-1%	-11%	i	-6%	-39%	-4%	18%
CC(=O)C1=C(c2ccccc2)NC(=O)NC1c1ccccc1OCC#N (configuration not stated)	5	-12%	0%	-6%	i	-4%	i	14%	4%
C#CCOCCOCCOCCNc1nc(N2CCN(C(=O)[C@H]([C@@H](C)CC)n3cc(CCC(=O)O)nn3)CC2)nc(N2CCN(C(=O)[C@H](CCCCN)n3cc(CCC(=O)O)nn3)CC2)n1	-20	1%	-3%	3%	i	-1%	-3%	1%	13%
COc1ccc(C(c2nnnn2Cc2ccccc2)N2CCN(c3nc4ccccc4s3)CC2)cc1OC (configuration not stated)	?	?	26%	27%	i	16%	-46%[inhibitor]	2%	2%
CCOc1ccc(CC(C(N)=O)C(N)=O)cc1	-15	47%[activator]	0%	2%	i	0%	i	-2%	-8%[0.397 µM]
COc1ccc(-c2nnc(SCC(=O)Nc3ccccc3OC)o2)cc1	-29	0%	17%	5%	i	-1%	i	5%	?
Cc1cccc2[nH]c(CN(C)C(=O)C3CCC(=O)N(CCc4ccccc4)C3)nc12 (configuration not stated)	-5	-3%	3%	nt	i	-10%	2%	-10%	-18%
Cc1cc(Nc2nc(Cl)c(Cl)cc2Cl)n(-c2ccccc2)n1	-18	?	?	nt	i	0%	-25%	-26%	18µM*
Cn1c(=O)c2[nH]c(COc3ccccc3)nc2n(C)c1=O	-28	45%[activator]	3%	-99%[inhibitor]	i	0%	16%	-10%	-20%
Cc1oc(=O)c(NC(=O)c2ccc(Cl)cc2)cc1C(=O)c1ccccc1	-80*	0%	-3%	25%	i	-72%[inhibitor]	-23%	-93%[inhibitor]	?
O=C(Nc1nnc(C2CC2)s1)C1Cc2ccccc2CN1C(=O)c1ccco1 (configuration not stated)	-13	0%	-5%	?	i	10%	i	13%	13%
COc1cc(F)cc(-c2ccc3c(c2)c(C#Cc2ccsc2)c(-c2cc(OC)cc(OC)c2)n3C)c1	1	8%	-2%	?	i	-6%	-1%	-23%	-16%
CCn1cc(C(=O)NCc2ccccc2Cl)cn1	-24	12%	5%	15%	i	1%	i	-10%	-12%
COc1ccc2[nH]c(=O)c(CN(Cc3cccs3)C(=S)Nc3cccc(C)c3)cc2c1	0	-1%	-4%	nt	i	-9%	i	17%	1%
O=C(CSc1nc2ccccc2n1CCc1ccccc1)NC1CCS(=O)(=O)C1 (configuration not stated)	-16	-12%	7%	3%	i	8%	i	12%	15%
COc1ccc(NC(=O)C(CCCCNC(=O)OC(C)(C)C)NC(=O)OCc2ccccc2)cc1 (configuration not stated)	4	-13%	-1%	-11%	i	4%	i	14%	23%
COc1ccc(NC(=O)CN(C)CC(=O)NCc2ccc(C)cc2)cc1	20	12%	7%	-9%	i	-6%	-5%	-23%	11%
O=C(Nc1ccccc1N1CCOCC1)c1ccccc1NS(=O)(=O)c1ccc(F)c(F)c1	-21	-20%	1%	?	i	-21%	-78%[inhibitor]	-29%	?
CC(C)NC(=O)C(c1ccc(F)cc1)N(C(=O)CCC(=O)Nc1ccccn1)c1cccc(F)c1 (configuration not stated)	-4	4%	14%	19%	i	0%	-21%	0%	-16%
CN(C1CCCCC1)S(=O)(=O)c1ccc(NC(=O)C2CCCCC2)cc1	-17	?	-3%	18%	i	-3%	i	-12%	10%
Cc1csc(NC(=O)c2cc(C)on2)n1	2	-12%	-7%	-7%	i	6%	-20%	7%	15%
Nc1cc(=O)[nH]c(SCC(=O)c2ccc(O)cc2O)n1	4	14%	5%	10%	i	-1%	i	2%	3%
CCCCN(CC)C(=O)c1oc2ccc(S(=O)(=O)N3CCCC3)cc2c1C	25	?	30%	1%	i	10%	-16%	5%	28%

Only part of the results is shown. The share of hits here may be higher or lower than overall.
